NR2F2 inh: NR2F2 (human) inhibition, primary screen. inhibition, % at 8.6 µM. P24468. 370,000 compounds, 0.7% hits. HEK293T NGFI-A luciferase reporter, luminescence;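 active means inhibition above a per-plate cutoff, mean inhibition of test wells between control levels plus 3 SD, cut at about 38% in these data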;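 further: cells cotransfected with COUP-TFII expression vector driving the NGFI-A reporter; 0% = median of COUP-TF2 test wells and 100% = reporter-only cells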
LRH-1 inv ag: NR5A2 inverse agonism in reporter assay. HEK293T StAR-luciferase reporter, LRH-1 transfected, 24 h. O00482. 360,000 compounds, 0.13% hits. inhibition, % at 3.6 µM;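 active means inhibition above the mean inhibition of all tested compounds plus 3 SD, cut at about 73% in these data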;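 further: 0% = DMSO wells and 100% = reporter-only cells lacking LRH-1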
Vif inh: blocks HIV Vif function; inhibition, % at 7.49 µM; 340,000 compounds, 0.35% hits; AID 602346; HEK293T cells, Vif self-association by quenched fluorescence, imaging, 24 h; in the data active means inhibition above about 50%, passing the limit was not always enough; further: some results filed as inactive read as strong as hits
SRC2 inh: inhibits human steroid receptor coactivator 2; HEK293 GAL4-SRC2 luciferase reporter, luminescence; inhibition, % at 9 µM; 370,000 compounds, 0.17% hits; AID 651957;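 active means inhibition above the mean inhibition of all tested compounds plus 3 SD, set per campaign, cut at about 52% in these data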;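 further: 0% = DMSO treated cells and 100% = cells given Gossypol at 36 µM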
Target sequence (Q15596 whole entry, looked up, the tested form may be a part): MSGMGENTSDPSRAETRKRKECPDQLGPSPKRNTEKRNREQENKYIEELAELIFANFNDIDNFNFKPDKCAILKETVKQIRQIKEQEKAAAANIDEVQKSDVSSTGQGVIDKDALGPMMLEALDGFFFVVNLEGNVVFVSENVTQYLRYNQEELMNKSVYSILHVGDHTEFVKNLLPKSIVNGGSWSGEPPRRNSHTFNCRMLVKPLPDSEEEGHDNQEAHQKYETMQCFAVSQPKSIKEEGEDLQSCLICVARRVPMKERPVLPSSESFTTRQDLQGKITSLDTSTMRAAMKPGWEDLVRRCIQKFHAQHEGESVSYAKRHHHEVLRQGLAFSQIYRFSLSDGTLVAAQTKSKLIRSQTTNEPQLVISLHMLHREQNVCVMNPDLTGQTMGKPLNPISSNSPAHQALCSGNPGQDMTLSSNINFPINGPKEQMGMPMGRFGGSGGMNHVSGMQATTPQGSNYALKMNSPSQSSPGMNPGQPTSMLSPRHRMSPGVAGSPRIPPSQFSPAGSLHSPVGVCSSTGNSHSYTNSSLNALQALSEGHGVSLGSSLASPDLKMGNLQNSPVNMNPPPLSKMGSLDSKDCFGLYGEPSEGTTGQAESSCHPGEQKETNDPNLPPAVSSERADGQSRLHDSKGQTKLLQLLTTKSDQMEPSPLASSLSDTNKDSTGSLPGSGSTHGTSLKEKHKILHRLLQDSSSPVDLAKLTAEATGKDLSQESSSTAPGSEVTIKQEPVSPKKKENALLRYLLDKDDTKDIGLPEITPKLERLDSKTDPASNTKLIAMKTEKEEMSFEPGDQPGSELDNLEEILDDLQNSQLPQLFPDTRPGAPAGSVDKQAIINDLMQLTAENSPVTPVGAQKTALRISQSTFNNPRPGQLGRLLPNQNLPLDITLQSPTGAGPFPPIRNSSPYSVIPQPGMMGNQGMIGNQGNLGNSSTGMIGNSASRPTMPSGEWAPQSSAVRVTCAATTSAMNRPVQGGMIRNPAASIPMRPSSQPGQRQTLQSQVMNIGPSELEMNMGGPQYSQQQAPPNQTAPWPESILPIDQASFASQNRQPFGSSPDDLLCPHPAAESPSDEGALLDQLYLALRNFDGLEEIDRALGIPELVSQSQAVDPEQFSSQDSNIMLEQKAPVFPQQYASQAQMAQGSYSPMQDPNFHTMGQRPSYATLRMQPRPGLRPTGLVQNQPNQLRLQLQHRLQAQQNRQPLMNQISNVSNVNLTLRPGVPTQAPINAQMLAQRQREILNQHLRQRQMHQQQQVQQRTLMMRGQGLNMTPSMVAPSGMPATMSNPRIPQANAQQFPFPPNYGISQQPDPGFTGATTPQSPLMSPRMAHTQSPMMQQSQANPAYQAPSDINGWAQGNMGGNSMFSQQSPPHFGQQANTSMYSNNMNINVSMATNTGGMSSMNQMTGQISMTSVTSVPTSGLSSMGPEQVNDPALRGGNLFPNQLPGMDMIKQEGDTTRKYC
TLR9-MyD88 block: blocks human TLR9 binding to MyD88; Q9NR96+Q99836; CHO BLA complementation TLR9-MyD88, CCF4 FRET ratio; inhibition, % at 4.98 µM; 340,000 compounds, 0.21% hits;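 active means inhibition above the mean over all tested compounds plus 3 SD, cut at about 21% in these data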;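 further: 0% = DMSO only wells and 100% = clavulanate BLA inhibitor control wells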
NCOA3 inh: human NCOA3 inhibition. Q9Y6Q9. HEK293 GAL4-SRC3 luciferase reporter, luminescence. inhibition, % at 3.6 µM. 360,000 compounds, 0.17% hits. AID 588352;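 active means inhibition above a per-campaign cutoff, the mean of all compounds plus 3 SD, cut at about 60% in these data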;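 further: 0% = DMSO-treated cells and 100% = gossypol-treated cells at 36 µM; higher means less SRC3-driven luciferase light from the GAL4 reporter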
EBV LMP1 NFkB: reduces LMP1-driven NF-kappaB luciferase signal | LMP1-induced NF-kappaB luciferase reporter cells, luminescence | inhibition, % at 12.5 µM | 350,000 compounds, 0.69% hits | AID 504558; in the data active means inhibition above about 41%;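 further: 0% = neutral control wells and 100% = reference inhibitor control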
C8 TRAIL sens: sensitizes caspase-8 expressing cells to TRAIL; AID 624354; inhibition (viability loss, TRAIL sensitization), % at 10 µM; 360,000 compounds, 1% hits; NB7+C8 cells + TRAIL, ATPlite viability luminescence;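 active means compounds causing at least 50% loss of cell viability in the single-dose screen, relative to plate controls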
SRC1 inh: inhibitors of human steroid receptor coactivator 1 (SRC1); Q15788; HEK293 GAL4-SRC1 luciferase reporter, luminescence; inhibition, % at 3.6 µM; 360,000 compounds, 0.12% hits;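 active means inhibition above the campaign mean plus 3 SD, with each screening campaign given its own cutoff, cut at about 60% in these data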;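 further: 0% = DMSO treated cells and 100% = gossypol at 36 µM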
NOD2-RIPK2 inh: blocks binding of human NOD2 to RIPK2 | CHO BLA complementation NOD2-RIPK2, CCF4 ratio | inhibition, % at 4.98 µM | 360,000 compounds, 0.38% hits; in the data active means inhibition above about 21%;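 further: 0% = vehicle only and 100% = reference blocker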
TROY NFkB inh: TROY signaling inhibition; Q293 LMP1-TROYcd NF-kB luciferase reporter, 4 h; inhibition, % at 10 µM; 360,000 compounds, 0.98% hits; AID 1347056;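 active means compounds whose plate-normalised and pattern-corrected inhibition of the luciferase reporter signal at the single screening dose is 50% or more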
The depositor's hits bear a star; . = no result given.

Compound	NR2F2 inh	LRH-1 inv ag	Vif inh	SRC2 inh	TLR9-MyD88 block	NCOA3 inh	EBV LMP1 NFkB	C8 TRAIL sens	SRC1 inh	NOD2-RIPK2 inh	TROY NFkB inh
COc1ccc(CNC(=O)Nc2nc(C(N)c3ccccc3)cs2)cc1 (stereo not drawn)	-3	21	.	18	.	0	.	4	11	-3	4
O=C(CCC(=O)N1CCN(S(=O)(=O)c2ccc3ccccc3c2)CC1)Nc1cc(Cl)cc(Cl)c1	10	3	-5	6	-5	6	-13	28	-5	1	17
C#CCSc1nsc(SCC#C)c1C#N	-15	49	5	-1	4	4	9	-10	-34	6	0
Cc1ccc(S(=O)(=O)N2[C@@H](Cc3ccccc3)CO[C@H]2CC(=O)c2cccs2)cc1	-3	27	.	-4	.	.	.	-6	.	-12	.
CC(=O)Nc1ccc(S(=O)(=O)N2CCC(C(=O)NCc3ccncc3)CC2)cc1	-7	-4	-3	-2	2	9	-2	-13	7	-9	0
CCS(=O)(=O)C1=NN2C(=N)/C(=C\c3ccc(OCCOc4cccc(OC)c4)c(OC)c3)C(=O)N=C2S1	-8	-30	-6	-43	-2	-1	-17	17	0	3	-17
Cc1cccc(OCC(=O)N/N=C\c2cc3c(cc2[N+](=O)[O-])OCO3)c1C	-15	-3	8	-19	-2	3	6	-9	-9	6	3
Cc1onc(-c2ccccc2Cl)c1C(=O)Nc1nnc(-c2ccc(F)cc2)s1	-4	7	.	4	7	-6	0	1	18	-10	-4
O=C(CCNc1ccc(Cl)c(C(F)(F)F)c1)c1ccco1	-5	-8	7	-32	-1	-6	-2	-2	9	-7	15
CC[C@H]1OC(=O)[C@H](C)[C@@H](O[C@H]2C[C@@](C)(OC)[C@@H](O)[C@H](C)O2)[C@H](C)[C@@H](O[C@@H]2O[C@H](C)C[C@H](N(C)C)[C@H]2O)[C@](C)(OC)C[C@@H](C)C(=O)[C@H](C)[C@@H](O)[C@]1(C)O	-3	-2	0	1	4	18	0	-2	2	-13	1
CCc1cccc(NC(=O)CCNS(=O)(=O)c2cc(Br)cnc2N)c1	2	-4	0	-7	2	12	1	-14	-59	4	-3
O=S(=O)(Nc1cccc(CCc2ccccn2)c1)c1ccc2ccccc2c1	11	4	-8	-4	5	7	-1	-8	-1	4	30
COC(=O)c1ccc(C(NC(=O)OCc2ccccc2)/C(C)=C/[C@@H](C)C(=O)NCc2ccc(OC)c(OC)c2)cc1 (stereo partly drawn)	.	0	-2	.	-4	-19	-15	4	-19	-10	-8
CCCCNC1C(CC)C(CCC)C(C#N)(C#N)C1(C#N)C#N (stereo not drawn)	.	18	3	.	1	35	24	2	4	3	17
Cc1cc(C(=O)COc2ccccc2C(N)=O)c(C)n1CC1CCCO1 (stereo not drawn)	57*	33	-9	-2	-10	21	20	26	-21	1	4
C[C@]12c3[nH]c4cc(-c5ccco5)ccc4c3CCN1C(=O)[C@@H](CC(=O)NCCN1CCOCC1)C[C@@H]2C(=O)N1CCCCC1	-6	15	3	13	-4	-4	-1	1	2	-6	-4
Cc1cc(C)c2cc(C#N)c(NCCOC(=O)c3ccccc3C)nc2c1	-15	-23	-4	-1	9	-9	6	-9	-4	3	-14
O=C(NCCc1cnc[nH]1)Nc1cccc(C(F)(F)F)c1	-7	26	-3	2	5	1	-1	-20	15	-8	18
Cn1c(C2CCCCC2)nc2c1c(=O)[nH]c(=O)n2Cc1ccccc1	2	11	-9	-2	3	-7	-20	-1	-3	-9	-7
Cc1cc(C(=O)Nc2c(C)nn(Cc3ccccc3)c2C)on1	-17	7	4	-10	0	-2	-2	-10	5	-9	1
CCC1Oc2ccc(C)cc2N(CC(=O)NCC2COc3ccccc3O2)C1=O (stereo not drawn)	11	-10	-4	-29	-4	-5	-5	-6	-17	0	13
Cc1c(Cl)cccc1NC(=S)NCCc1ccccn1	-8	-16	5	-17	-5	14	6	-2	-2	2	-16
CN(CC(=O)Nc1ccc(Cl)c(C(F)(F)F)c1)C(=O)C1CCCO1 (stereo not drawn)	4	3	-2	10	-20	23	2	3	1	5	-9
N#C/C(=N\Nc1ccc(S(=O)(=O)N2CCCCC2)cc1)C(N)=S	4	2	-2	30	2	28	4	-5	1	-7	38
C=CCOC(=O)C1=C(C)OC(N)=C(C#N)C1c1ccc(OC)c(CSc2ccccn2)c1 (stereo not drawn)	8	-3	-14	7	-2	6	0	4	4	-5	13
O=c1[nH]n(Cc2ccccc2)c2ccccc12	8	4	-7	-11	9	3	0	-12	8	-4	10
COc1cc(/C=N/NC(=S)Nc2cccc(Cl)c2C)ccc1OCC(=O)N1CC(C)OC(C)C1 (stereo not drawn)	10	19	-5	-7	-2	11	5	18	3	-8	23
COc1ccccc1N1CCN(C(=O)NCc2cccc(C(F)(F)F)c2)CC1	3	-3	-29	-9	4	9	1	-2	-35	4	3
CC(/C=C/c1ccccc1)=N\NC(=O)Cn1nc(C)cc1C	-11	-3	2	-31	-1	11	3	-4	6	4	8
COc1ccc(-n2ccnc(SCC(=O)NCc3ccccc3Cl)c2=O)cc1	-14	12	-5	30	-17	-24	-1	3	-6	-12	29
COc1cccc(CNC(=O)C2=Cc3cccc(OC)c3OC2)c1	-11	-8	12	15	-6	17	4	-13	-1	-5	4
Cc1ccc(S(=O)(=O)N(C)C)cc1NC(=O)C1CCN(C(=O)Nc2ccccc2)CC1	-2	18	12	1	-2	7	-11	5	-80	-6	-9
CC(C)N(C(=O)Cn1c(SCC(=O)NC2CC2)nc2ccccc21)C(C)C	-11	2	-4	-20	-6	-4	1	-5	14	2	-18
CC(C)(C)c1ccc(C(O)c2ncc(-c3ccc(F)cc3)[nH]2)cc1 (stereo not drawn)	-1	-13	-9	-27	.	-19	.	-3	1	11	-19
O=C(CSc1ncnc2c1cnn2-c1ccccc1Cl)N1CCN(C(=O)c2ccco2)CC1	14	10	-5	-11	3	2	2	-11	-2	7	24
COc1ccccc1C1CCN(C(=O)c2cccc([N+](=O)[O-])c2)CC1	1	-3	5	-6	-3	2	4	10	-10	-9	7
O=C(CC1CCCC1)Nc1nnc(C2CC2)s1	-20	-22	14	-13	4	-13	-9	8	-30	4	-11
CC(=O)c1ccc(N2CCN(C3CCC(C(C)(C)C)CC3)CC2)cc1 (stereo not drawn)	10	13	1	-9	0	-3	-6	0	-5	6	-5
Cc1c(NC(=O)C(C)OC(=O)c2ncc(Cl)c(Cl)c2Cl)c(=O)n(-c2ccccc2)n1C (stereo not drawn)	4	-14	-4	16	5	2	5	-9	-5	-9	-12
CN(Cc1cccc(F)c1)C(=O)c1ccc(S(=O)(=O)N2CCCCCC2)cc1	3	5	2	-49	-2	-35	-5	8	-3	-16	-10
Cc1cccc(NC(=S)NC23CN4CN(CN(C4)C2)C3)c1	27	1	4	1	-2	6	2	0	-3	-7	-38
COc1ccccc1NC(=O)c1coc(=O)c(Br)c1	-9	-16	.	-17	.	-23	-45	-8	-13	-10	-54
COc1ccc(C(C)=O)cc1CN1C(=O)C(C)ON=C1c1ncccc1C (stereo not drawn)	0	26	2	-4	.	17	.	-15	8	-3	-5
Cc1cc(C)cc(N(CC(=O)NCc2ccco2)S(=O)(=O)c2c(C)noc2C)c1	5	19	-1	3	-3	14	-11	-9	13	-8	2
Cc1ncsc1CCOC(=O)c1ccc(N2CCOCC2)c([N+](=O)[O-])c1	-14	-12	5	11	-3	-7	1	-5	-10	-2	2
O=C(O)C1CC=CCC1C(=O)NCc1ccc(Cl)c(Cl)c1 (stereo not drawn)	1	2	0	17	4	18	-3	5	-2	-5	10
O=C(c1cn(-c2ccccc2)nc1-c1ccc(Br)cc1)N1CCOCC1	-8	-3	-2	-4	-19	15	0	-5	1	8	1
Cc1ccc(NC(=O)c2cnn(-c3ccccc3)c2NC(=O)c2ccco2)cc1C	.	-20	4	.	-3	-4	-8	9	-22	1	-17
CN(C(=O)COC(=O)c1ccc2ccccc2n1)C1CCS(=O)(=O)C1 (stereo not drawn)	3	-2	-2	-21	-3	-2	-6	15	-9	5	-8
CC(NC(=O)CCc1nnc(Cc2cccc(C(F)(F)F)c2)o1)C1CC1 (stereo not drawn)	-15	-60	-5	-22	-22	-35	-14	6	-38	2	-54
Cc1no[n+]([O-])c1COc1cccc(/C=N/Nc2nncn2N)c1	14	10	6	13	-5	12	6	-7	17	3	21
O=C(COC(=O)C1CCN(S(=O)(=O)c2c(Cl)cccc2Cl)CC1)NCc1ccco1	-9	15	10	-1	0	10	4	-12	-6	3	7
COc1cc(OC)nc(NC(=O)C(C)C)n1	-14	7	16	-17	2	-21	6	5	0	-6	0

Entries above containing a furan ring, fused or not:
Compound	NR2F2 inh	LRH-1 inv ag	Vif inh	SRC2 inh	TLR9-MyD88 block	NCOA3 inh	EBV LMP1 NFkB	C8 TRAIL sens	SRC1 inh	NOD2-RIPK2 inh	TROY NFkB inh
O=C(CCNc1ccc(Cl)c(C(F)(F)F)c1)c1ccco1	-5	-8	7	-32	-1	-6	-2	-2	9	-7	15
C[C@]12c3[nH]c4cc(-c5ccco5)ccc4c3CCN1C(=O)[C@@H](CC(=O)NCCN1CCOCC1)C[C@@H]2C(=O)N1CCCCC1	-6	15	3	13	-4	-4	-1	1	2	-6	-4
O=C(CSc1ncnc2c1cnn2-c1ccccc1Cl)N1CCN(C(=O)c2ccco2)CC1	14	10	-5	-11	3	2	2	-11	-2	7	24
Cc1cc(C)cc(N(CC(=O)NCc2ccco2)S(=O)(=O)c2c(C)noc2C)c1	5	19	-1	3	-3	14	-11	-9	13	-8	2
Cc1ccc(NC(=O)c2cnn(-c3ccccc3)c2NC(=O)c2ccco2)cc1C	.	-20	4	.	-3	-4	-8	9	-22	1	-17
O=C(COC(=O)C1CCN(S(=O)(=O)c2c(Cl)cccc2Cl)CC1)NCc1ccco1	-9	15	10	-1	0	10	4	-12	-6	3	7

Only part of the results is shown, so the mix of outcomes need not match the whole.
